PGC1a acetyl inh = PGC1a acetylation modulation, inhibitor mode; inhibition, % at 15.6 µM; 350,000 tested, 0.17% active; U2OS PGC1a acetylation, AlphaScreen anti-acetyl-lysine; with virally co-expressed GCN5 acetyltransferase;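 active = every replicate shows inhibition of at least 40%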;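 also: 0% = neutral control wells and 100% = positive control wells; some results beyond the cut were filed as inactive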
GSIS activator = GLuc luminescence reporter in INS-1E cells, primary screen for activators of glucose-dependent secretion of insulin | INS-1E GLuc reporter insulin secretion, 2-3 h | activation, % at 16.6 µM | 370,000 tested, 0.61% active;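 active = lowest replicate activation of at least 40%, so every replicate reaches that level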;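 also: 0% = median of neutral control wells and 100% = median of IBMX positive control wells; some compounds called inactive have numbers as strong as hits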
Cneo AK release = causes C. neoformans cell lysis; adenylate kinase release luminescence, 4 h; normalised: neutral wells 0, clomiphene wells 100; lysis activity, % at 15 µM; 360,000 tested, 0.2% active;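 active = mean lysis activity across replicates of at least 80%, whatever share of replicates individually reach that level; inactive = mean lysis activity below 80%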
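Assay system: log-phase C. neoformans yeast / Quantity: yeast cell density of 5 × 10^6 cells/mL / Medium: fresh YPD growth medium / Compound: single dose / Timing: static 4 h at 37 °C with compound, 1 h detection / Measured by: adenylate kinase release luminescence / Read-out: lysis from increased AK signal / Benchmarks: Clomiphene as positive lysis control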
miR122 inh = blocks miR-122 activity in Huh7 sensor cells; Huh7 miR-122 Renilla luciferase sensor, 48 h; neutral wells = 0, positive control = 100; activation (reporter increase), % at 12.5 µM; 340,000 tested, 0.3% active;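 active = mean replicate activation score at least 90 and every replicate individually at or above 90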;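 also: higher luciferase means less miR-122 activity so hits act as miR-122 inhibitors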
C2C12 statin = suppression of simvastatin myotoxicity; C2C12 myotubes + simvastatin, ATP luminescence, 48 h; scaled: DMSO 0, geranylgeraniol control 100; rescue of ATP level, % at 7.49 µM; 330,000 tested, 0.78% active; AID 602340;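 active = mean ATP rescue above about 67%, or every replicate alone reaching that limit, limit read from the data, passing the limit was not always enough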;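 also: myotubes were challenged with 10 µM simvastatin during compound exposure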
CFTR F508del cor = CFTR F508del correction in bronchial cells | 350,000 tested, 0.36% active | AID 720511 | CFBE cells, YFP halide quenching; stimulated with forskolin plus potentiator P3; % fluorescence drop versus neutral controls | activity (quench increase), % at 7.58 µM;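 active = mean added fluorescence quench of at least 8% versus neutral control, with both replicates also reaching 8%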;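 also: cells transiently co-express mutant CFTR-F508del with the halide-sensitive YFP; corrector assay measuring rescue of mutant channel to the surface after 24 h compound exposure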
PglD inh = inhibitors of Campylobacter jejuni PglD acetyltransferase; 360,000 tested, 0.098% active; AID 602405; purified PglD enzyme, DTNB colorimetric CoA detection; inhibition, % at 12.5 µM; in the data active = inhibition above about 16%, passing the limit was not always enough; also: strong numbers were not always called active
FN deposit inh = fibronectin deposition inhibition. inhibition, % at 12.6 µM. 350,000 tested, 0.086% active. AH1F fibroblasts, Alexa488-fibronectin deposition fluorescence, overnight;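 active = mean inhibition across replicates of 30% or more, regardless of how many single replicates reach that level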;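 also: positive control wells lacked labelled fibronectin entirely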
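Measured by – fluorescence 485/525 nm · System – AH1F fibroblast monolayer, labelled fibronectin deposition · Amount – 10000 cells per well · Buffer or medium – serum-reduced DMEM (2% serum) · Doses – single dose, pinned · Also added – fluorescent fibronectin at 24 nM final · Schedule – 1 h cell attachment, overnight exposure to compound and label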
Numbers without * were called inactive; x = no result given; [ ] = remark or other dose.

Fields – PGC1a acetyl inh, GSIS activator, Cneo AK release, miR122 inh, C2C12 statin, CFTR F508del cor, PglD inh, FN deposit inh
> O=C(C1CCC1)N1CC(=O)N2[C@H](CO)[C@@H](c3ccc(Br)cc3)[C@@H]2C1
 : -8, 17, x, x, x, -1.4, x, -19
> O=C(C[C@@H]1CC[C@@H]2[C@H](COC[C@H](O)CN2C(=O)c2ccccc2F)O1)NCc1ccc(Cl)cc1
 : -2, 10, 0, -5[16.7 µM], -4, 1.4, 0, -15
> O=C(NCCC(F)(F)F)C1Cc2c(-c3cccc(F)c3)ccnc2O1 (stereo not drawn)
 : 2, -2, 1, -3, 8, 3.0, 1, 8
> Cc1ccc(S(=O)(=O)NC(=O)c2cc(C)n(-c3cc(S(=O)(=O)N4CCOCC4)ccc3N3CCCC3)c2C)cc1
 : 25, -7, x, 3, x, -0.8, x, x
> Oc1c(CN2CCOCC2)ccc(CN2CCOCC2)c1O
 : -13, 3, -1, -10, 1, -3.0, 3, -2
> O=C(C[C@H]1CC[C@H]2[C@@H](COC[C@@H](O)CN2S(=O)(=O)c2ccc(F)cc2)O1)NCc1ccncn1
 : -5, 3, -1, -3[16.7 µM], 9, -4.3, -4, -2
> O=c1c2ccccc2ncn1-c1ccc(Br)cc1[N+](=O)[O-]
 : 29, 0, -3, 1, 13, -0.5, -11, 0
> CCOc1ccc(CCNC(=O)CN2C(=O)c3cccnc3Oc3ccc(C)cc32)cc1OCC
 : 3, 1, 0, -7, -5, -0.2, 3, -34
> CC(C)C#Cc1cnc2c(c1)C(=O)N([C@@H](C)CO)C[C@@H](C)[C@@H](CN(C)Cc1ccccc1)O2
 : -5, 0, -9, 4[16.7 µM], -3, -2.5, -1, -5
> COCC(=O)Nc1ccc2c(c1)[C@H]1C[C@H](CC(=O)N(C)C)O[C@H](CO)[C@H]1O2
 : 6, 11, 2, -12[16.7 µM], 5, -0.7, -1, -8
> CCOc1ccc(C(c2c(O)nc(SC)[nH]c2=O)c2c(O)nc(SC)[nH]c2=O)cc1
 : 0, -12, 1, -3, x, 2.1, 1, 8
> CCCN(Cc1ccccc1)C(=S)Nc1ccc(OC(F)F)cc1
 : -7, 3, x, 11, x, x, 3, -1
> CC(C)Sc1nc(N)nc2c1ncn2C1OC(CO)C(O)C1O (stereo not drawn)
 : 15, 1, 2, x, -15, 0.0, -2, 7
> COc1ccccc1N1CCN(c2cnccn2)CC1
 : 16, -3, 1, 2, -4, -2.1, -1, -7
> Cc1noc(C)c1NC(=O)N(C)C[C@@H]1Oc2ccc(NS(=O)(=O)c3ccc(Cl)cc3)cc2CC(=O)N([C@H](C)CO)C[C@H]1C
 : 6, 15, -13, 1[16.7 µM], -52, -1.2, 5, x
> CCN1C(=O)C(CC(=O)Nc2ccccc2Cl)N(NC(=O)c2cccc(F)c2)C1=S (stereo not drawn)
 : -6, -31, 1, x, 4, 0.1, 0, -1
> COc1cc(OC)cc(C(=O)NCc2ccc3c(c2)OCO3)c1
 : -9, 13, -1, 10, 3, -0.8, 4, -5
> CN1C(=O)c2ccc(C(=O)NCc3ccco3)cc2C1=O
 : 1, 7, 0, -3, 3, 0.4, -1, -7
> O=C(Cc1ccccn1)NCC[C@@H]1CC[C@@H](NS(=O)(=O)c2ccccc2)[C@H](CO)O1
 : 11, 18, -4, x, -1, 1.0, -1, x
> O=C(Nc1cccc(Cl)c1)Nc1cnccn1
 : 4, 4, -2, -1, x, 1.1, 2, x
> Nc1nonc1-n1nnc(C(=O)N/N=C/c2ccc(O)cc2)c1COc1ccc(F)cc1
 : -8, 7, 1, -5, 7, 1.6, 4, -6
> CC(C)CNC(=O)c1cc(=O)[nH]c2ccc(S(=O)(=O)Nc3ccc(F)cc3)cc12
 : x, -1, 3, x, -4, -0.4, 1, -1
> COc1ccc(C2/C(=C(/O)c3ccc4c(c3)CC(C)O4)C(=O)C(=O)N2CCCn2ccnc2)cc1 (stereo not drawn)
 : -2, 5, 3, x, 18, -1.3, -2, 4
> C[C@@H]1CN([C@@H](C)CO)C(=O)c2cc(/C=C/c3ccccc3)cnc2O[C@@H]1CN(C)Cc1ccccc1
 : -3, -9, 6, -6[16.7 µM], 31, -1.6, 0, 12
> C[C@@H]1CN([C@@H](C)CO)C(=O)c2cccc(NC(=O)C3CC3)c2O[C@H]1CN(C)Cc1ccc(-c2ccccc2)cc1
 : 1, -20, 13, -8[16.7 µM], -8, -1.2, 1, x
> CC1=C(C(=O)OC(C)C)C(c2cccs2)N2C(=O)CCSC2=N1 (stereo not drawn)
 : 5, -19, 1, -5, -65, x, 3, 1
> Cc1[nH]nc2c1C(c1ccc(Cl)cc1)C(C#N)=C(N)O2 (stereo not drawn)
 : -2, x, 0, 6, -1, x, 1, x
> COC(=O)NC1c2ccccc2Oc2ccccc21
 : 8, 14, 0, -12, -17, -2.8, 1, -4
> Cc1nc(Cl)c(C#N)c2c1CCCC2
 : 0, 12, -2, 8, -17, -0.3, -1, -3
> COc1ccc(-c2nnn(CC(=O)Nc3sc4c(c3C#N)CCCC4)n2)cc1
 : 2, 18, -4, 1, 2, x, -2, -2
> CCn1ncc(Br)c1C(=O)Nc1sc2c(c1C(=O)OC)CCC2
 : 3, 1, 6, -2, -5, x, -5, x

As a short view, 6 of the compounds above:
Fields – PGC1a acetyl inh, GSIS activator, Cneo AK release, miR122 inh, C2C12 statin, CFTR F508del cor, PglD inh, FN deposit inh
> CC1=C(C(=O)OC(C)C)C(c2cccs2)N2C(=O)CCSC2=N1 (stereo not drawn)
 : 5, -19, 1, -5, -65, x, 3, 1
> Cc1[nH]nc2c1C(c1ccc(Cl)cc1)C(C#N)=C(N)O2 (stereo not drawn)
 : -2, x, 0, 6, -1, x, 1, x
> COC(=O)NC1c2ccccc2Oc2ccccc21
 : 8, 14, 0, -12, -17, -2.8, 1, -4
> Cc1nc(Cl)c(C#N)c2c1CCCC2
 : 0, 12, -2, 8, -17, -0.3, -1, -3
> COc1ccc(-c2nnn(CC(=O)Nc3sc4c(c3C#N)CCCC4)n2)cc1
 : 2, 18, -4, 1, 2, x, -2, -2
> CCn1ncc(Br)c1C(=O)Nc1sc2c(c1C(=O)OC)CCC2
 : 3, 1, 6, -2, -5, x, -5, x

Ordered by molar mass (high to low): 4 of the compounds above
Fields – PGC1a acetyl inh, GSIS activator, Cneo AK release, miR122 inh, C2C12 statin, CFTR F508del cor, PglD inh, FN deposit inh
> CCOc1ccc(C(c2c(O)nc(SC)[nH]c2=O)c2c(O)nc(SC)[nH]c2=O)cc1
 : 0, -12, 1, -3, x, 2.1, 1, 8
> CC(C)CNC(=O)c1cc(=O)[nH]c2ccc(S(=O)(=O)Nc3ccc(F)cc3)cc12
 : x, -1, 3, x, -4, -0.4, 1, -1
> CCCN(Cc1ccccc1)C(=S)Nc1ccc(OC(F)F)cc1
 : -7, 3, x, 11, x, x, 3, -1
> CN1C(=O)c2ccc(C(=O)NCc3ccco3)cc2C1=O
 : 1, 7, 0, -3, 3, 0.4, -1, -7
